Pf Dd2 growth – Plasmodium falciparum Dd2 growth inhibition. P. falciparum Dd2 growth, SYBR Green, 72 h. Potency, µM (titrated, usually from 28.9 µM), without a hit: at the highest dose activity, negative = inhibition, hits mostly inhibitors. hit rate 4.3% among 120,000. AID 1347417; active means well fitted inhibition curve with a large enough effect; inconclusive means small, poorly fitted or top-dose-only effect; inactive means no such curve, though single readings can be large or run the other way;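 further: plate controls were DMSO vehicle for no effect and reference drug for full effect; nearly all actives have a fitted effect of over 65% in size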
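Readout: SYBR Green fluorescence, 485 nm excitation, 535 nm emission, after ~16 h lysis at 37C. Before that, Dd2-infected red cells (2.5% hematocrit) grew 72 h with compound, 29 uM top final concentration.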
* hit, by the source's call; i = inactive; ? = inconclusive; [ ] = remark or other dose. Potency means the concentration at half of the fitted maximal effect. This is a subset; rates above refer to the full screens.

SMILES	Pf Dd2 growth
COc1ccc(Cl)cc1C(=O)N1CCC(COc2ccc3c(cnn3CCC(=O)O)c2)CC1	i
CCOCCc1nn2c(=O)cc(COC(=O)C3CCCCC3)nc2s1	6%
Cc1ccc(C2=Nc3ccccc3N(CC(=O)NCc3ccc(F)cc3)C(=O)C2)cc1C	-17%
Cc1ccc(Nc2c3c(nc4nncn24)CCC3)cc1	i
CCC1Oc2ccc(C)cc2N(CC(=O)NCc2ccc(OC)cc2)C1=O (stereo not drawn)	27%
CC(C)c1ccc(NC(=O)OC[C@H]2C[C@@H]3CCN2C[C@@H]3c2cc(C3CCCCC3)nn2C)cc1	-23%
CN(C)S(=O)(=O)c1ccc2c(c1)nnn2CCNC(=O)Nc1ccc(Br)cc1	6%
Cn1nnc(-c2ccc(C(=O)N3CCCC4(CCNCC4)CC3)cc2)n1	-7%
O=C(Cn1cc(SCc2ccccc2F)c2ccccc21)N1CCCCCC1	-20%
Cc1ccc(NCc2ccccc2-c2nnc(-c3ccccc3Cl)o2)c(C)c1	?
O=C(NCc1ccccc1)C1=NO[C@@H]2CN(Cc3cccc(F)c3F)C[C@H]12	9%[44.1 µM]
COc1ccccc1OC1(C(=O)O)CCN(C(=O)CC2C=CCC2)CC1 (stereo not drawn)	3%
O=C(c1cc(F)ccc1F)N1CCC(Cc2nc(-c3ccc(F)cc3)no2)CC1	i
O=C(NC1CCN(C(=O)N2CC3CC(C2)[C@H]2CCCC(=O)N2C3)CC1)c1n[nH]c(=O)c2ccccc12 (stereo partly drawn)	?
O=C(c1cccs1)N1CCCn2cc(-c3ccccc3F)nc21	i
O=C(c1ccc(C(F)(F)F)cc1)N1CCN(C2CCN(Cc3ccccn3)C2=O)CC1 (stereo not drawn)	i
O=C(CN1CC2CC(C1)[C@H]1CCCC(=O)N1C2)N1CCOCC1 (stereo partly drawn)	3%
COc1ccc(-n2c(=O)c3sc4ccccc4c3n(CC(=O)N3CCCC3)c2=O)cc1	i
O=C(NC1CC1)c1ccc2nnc(-c3cccnc3)n2c1	24%[44.1 µM]
CCCNC(=O)N1CCC2(CC1)CC(c1ccccc1)C(=O)N2C (stereo not drawn)	-3%

7 entries from above, ordered by molar mass, ascending.
SMILES	Pf Dd2 growth
Cc1ccc(Nc2c3c(nc4nncn24)CCC3)cc1	i
CCOCCc1nn2c(=O)cc(COC(=O)C3CCCCC3)nc2s1	6%
O=C(NCc1ccccc1)C1=NO[C@@H]2CN(Cc3cccc(F)c3F)C[C@H]12	9%[44.1 µM]
Cc1ccc(NCc2ccccc2-c2nnc(-c3ccccc3Cl)o2)c(C)c1	?
O=C(c1cc(F)ccc1F)N1CCC(Cc2nc(-c3ccc(F)cc3)no2)CC1	i
COc1ccc(-n2c(=O)c3sc4ccccc4c3n(CC(=O)N3CCCC3)c2=O)cc1	i
CN(C)S(=O)(=O)c1ccc2c(c1)nnn2CCNC(=O)Nc1ccc(Br)cc1	6%

Continued:
SMILES	Pf Dd2 growth
CN1C(=O)c2cncnc2OCC1CNC(=O)c1ccc(Cl)cc1 (stereo not drawn)	-7%[44.1 µM]
CN(C)C[C@@H]1CN(S(C)(=O)=O)C[C@H]1NC(=O)c1ccc(Cl)s1	?
Cc1ccccc1-n1c(SCc2ccc(Cl)cc2)nc2[nH]ncc2c1=O	10µM*
O=C(c1cccnc1)N1CCC(c2nnc3n2C(C(=O)N2CCN(c4ncccn4)CC2)CC3)CC1 (stereo not drawn)	?
Cc1csc2nc(COc3ccccc3NC(=O)c3ccco3)cc(=O)n12	12%
CCOC(=O)Cn1c(CN2CCN(c3ccc(OC)cc3)CC2)nc2c1c(=O)[nH]c(=O)n2C	4%
Cc1cnc(C2CCOCC2)n1C1CCCN(C(=O)CCc2c[nH]c3ccccc23)C1 (stereo not drawn)	?
CN(Cc1ccnn1C)C1CCOc2ccccc21 (stereo not drawn)	-26%[44.1 µM]
CCc1ccccc1NC(=O)Cn1cc2c(n1)CCC(C)C2 (stereo not drawn)	-17%
O=C(O)[C@H]1C[C@@H](C(=O)NCc2ccncc2)CN(C2CCOCC2)C1	12%
Cc1noc(C)c1S(=O)(=O)N1CCC(C(=O)N2CCCC2c2nc(C3CCOCC3)no2)CC1 (stereo not drawn)	-12%
Cc1ccccc1CC(=O)N1CCC2(CC1)N(C)C(=O)CS2(=O)=O	-5%
COCCNc1cc(-c2noc([C@@H]3CCCN3C3CCN(C(C)=O)CC3)n2)ccn1	i
Cc1cccc(N(C)C(=O)Cn2cccc2-c2nc(-c3ccccc3)no2)c1	?
O=C(Nc1ccc(Cl)cc1)c1nc2c(o1)CCN(Cc1cccc(O)c1)CC2	?
CCOC(=O)N1CCC(NC(=O)c2cnn(-c3ccc(C)cc3)c2C2CCN(C(=O)OC(C)(C)C)CC2)CC1	11µM*
CC(C)N[C@@H](Cn1ccc(=O)[nH]c1=O)C(=O)O	-9%[44.1 µM]
Cc1nc2ccccn2c(=O)c1NC(=O)c1c(F)cccc1F	24%
COc1cc(F)ccc1-c1cn(C)c(=O)n2cc(CN3CCNC(=O)C3)nc12	-20%[44.1 µM]
c1ccc(Cn2cc(CNc3ncncn3)cn2)cc1	-8%

5 neighbouring records already listed:
SMILES	Pf Dd2 growth
O=C(O)[C@H]1C[C@@H](C(=O)NCc2ccncc2)CN(C2CCOCC2)C1	12%
Cc1noc(C)c1S(=O)(=O)N1CCC(C(=O)N2CCCC2c2nc(C3CCOCC3)no2)CC1 (stereo not drawn)	-12%
Cc1ccccc1CC(=O)N1CCC2(CC1)N(C)C(=O)CS2(=O)=O	-5%
COCCNc1cc(-c2noc([C@@H]3CCCN3C3CCN(C(C)=O)CC3)n2)ccn1	i
Cc1cccc(N(C)C(=O)Cn2cccc2-c2nc(-c3ccccc3)no2)c1	?

(cont.)
SMILES	Pf Dd2 growth
O=C(c1cccnn1)N1C[C@H]2CN(C3CCOCC3)C[C@@]2(C(=O)O)C1	-8%
Cc1ccc(Cn2c(C3CCN(C(=O)c4ccc(C)cc4)CC3)n[nH]c2=O)cc1	-24%
Cc1cc2nc(-c3cc(NC(=O)c4cc5ccccc5o4)ccc3Cl)oc2cc1C	i
COc1ccc2c(c1)c1c(c(=O)n(-c3cccc(Cl)c3)c(=O)n1CC(=O)N1CCCC1)n2C	2%
COC(=O)CN1C(=O)[C@@H]2C[C@@H](O)CN2C2(CN(CC3CC3)C2)C1=O	26%[44.1 µM]
Cc1ccc(NC(=O)c2ccc(CN3C(=O)CCn4nc(C)cc43)cc2)c(Cl)c1	49%[activator]
CCc1nc2c(c(-c3ccc(Cl)cc3)n1)CN(C(=O)COC)CC2	2%
CN(C1CCc2nn(C)c(=O)n2CC1)S(=O)(=O)c1cccc2cccnc12 (stereo not drawn)	-6%
Cc1ccccc1CN1C[C@@H]2C(=O)N(CCc3ccccc3)C(=O)[C@@H]2C1	-12%
COc1ccc(N2CCN(c3cc(C)nc4nc(-c5ccc(C)cc5)nn34)CC2)cc1	-10%
CC(C)CNC(=O)N1[C@H](c2cccs2)[C@@H](C)C(=O)[C@@H](C)[C@@H]1c1cccs1	12%
COCCNC(=O)[C@@H]1C[C@H](Oc2cccnc2)CN1C(=O)c1cccs1	21%
CCOC(=O)C1CCN(c2nc3ccccc3nc2Cl)CC1	i
COCCOC1CCN(S(=O)(=O)c2ccc(F)cc2)CC1	28%
CCN1CCN(CCNc2ncncc2-c2nc(-c3ccccc3)no2)CC1	0%
CCOC(=O)C1=C(CN2CCN(c3ccccc3F)CC2)NC(=O)NC1c1ccc(OC)cc1 (stereo not drawn)	2%
CCc1nn(CC(=O)NCCN(CC)CC)c(=O)c2cc3occc3n12	1%
O=C(CN1C(=O)NC(c2ccc(Cl)cc2)C2=C1COC2=O)Nc1ccc(Br)cc1F (stereo not drawn)	-23%
COc1ccc(-c2cn3nc(N4CCCC(C(=O)Nc5ccccc5F)C4)sc3n2)cc1 (stereo not drawn)	i
COc1cc2ncc3c(-c4ccccc4)nn(CC(=O)NC4CCCCC4)c3c2cc1OC	-24%

Remaining list, next part:
| Structure | Pf Dd2 growth |
| --- | --- |
| COc1ccc(C(=O)N2CCC(Cc3noc(C4CCOCC4)n3)C2)cc1F (stereo not drawn) | ? |
| NC1CCCCN(Cc2cnc(-c3ccco3)nc2)C1 (stereo not drawn) | -24% |
| O=C(CN1CCOc2ccccc2C1)N[C@H]1CCOC[C@H]1C1CCOCC1 | -8% |
| CN1CCN(C(=O)N[C@@H]2CCOC[C@H]2OCc2ccccc2)CC1 | -14% |
| O=C(CCc1ccccc1)NCCC1CCN(C(=O)Nc2cccc(F)c2)CC1 | ? |
| O=C(Cc1cccc(Cl)c1)N1CCC(n2cc(-c3nc(C4CC4)no3)nn2)C1 (stereo not drawn) | -29% |
| COc1ccc(Cn2ccc3nc(C)c(C(=O)Nc4cccc(SC)c4)cc3c2=O)cc1 | ? |
| O=C(c1c[nH]c2ccccc12)N1CCC(Cc2nncn2CC2CC2)C1 (stereo not drawn) | -9% |
| COc1ccccc1N(CC(=O)NCCSCc1ccc(Cl)cc1)S(C)(=O)=O | 15% |
| CCCC1(C2CCN(C(=O)C(OC)c3ccccc3)CC2)NC(=O)N(CCc2cccs2)C1=O (stereo not drawn) | -21% |
| CO[C@H]1C[C@@H](O)C12CCN(C(=O)c1ccc(OC(F)F)cc1)CC2 | 6% |
| COc1ccc(CNC(=O)N2CCCCC2c2nc(-c3cnccn3)n[nH]2)cc1 (stereo not drawn) | -2% |
| CCCCN(Cc1cccs1)S(=O)(=O)c1cc(-c2cc(C)no2)ccc1C | ? |
| CC(=O)NC1CC2(CCN(C(=O)Cc3cnc[nH]3)CC2)c2ccccc21 (stereo not drawn) | 0% |
| CCOC(=O)C1=C(CN2CCN(c3ccc(OC)cc3)CC2)NC(=O)NC1c1ccc(Cl)cc1 (stereo not drawn) | -16% |
| CCc1ccc(-c2nc(CN3CCCC(C(=O)N4CCN(c5cc(Cl)ccc5C)CC4)C3)c(C)o2)cc1 (stereo not drawn) | i |
| O=S(=O)(Cc1ccccc1F)N1CCC(C2CCNC2)CC1 (stereo not drawn) | -9% |
| CN(Cc1cccc(F)c1)Cc1cccn1C | -24%[44.1 µM] |
| CC(=O)c1ccc(N2CCN(C3C(=O)c4ccccc4N3C(C)=O)CC2)cc1 (stereo not drawn) | 14% |
| Cn1nc2n(c1=O)CCN(C(=O)c1cscn1)CC2 | 9% |

(cont.)
| Structure | Pf Dd2 growth |
| --- | --- |
| Nc1ncc(S(=O)(=O)NCc2ccc(Cl)cc2)cn1 | 4% |
| CC(C)(C)CN1CC[C@H]2COC(=O)N2c2cc(F)ccc2C1 | 8%[44.1 µM] |
| CCOc1cc(Cn2c(-c3ccc(O)c(OCC)c3)nc3ccccc32)ccc1O | ? |
| CC(C)CCN1CCOc2cc(C(=O)N(C)c3cccnc3)ccc2C1 | -28%[44.1 µM] |
| Cn1cc(-c2cnc(Nc3cccnc3)c3c2CCO3)cn1 | ? |
| O=C(NCCc1ccc(Cl)cc1)c1cc(-c2cnccc2Cl)c2cccn2n1 | -4% |
| CC(=O)Nc1ccc(CN2CCC3(CN[S+](=O)([O-])c4cnccc4O3)C2)cc1 (stereo not drawn) | 16% |
| Cc1cc(C)cc(NS(=O)(=O)c2ccc(-c3cc(C)no3)s2)c1 | 13% |
| CCCNC(=O)C(NC(=O)c1ccccc1)C1CCN(C(=O)c2ccccc2F)CC1 (stereo not drawn) | -3% |
| CSc1nnc2n(-c3cccc(C)c3)c(=O)c3c4c(sc3n12)CCCC4 | 4% |
| COc1cc(NC(=O)CSC2=Nc3ccccc3N=C(c3ccc(F)cc3)C2)cc(OC)c1 | ? |
| Cn1ccc2c(OCC(=O)Nc3ccc([N+](=O)[O-])cc3)cccc2c1=O | ? |
| N#Cc1ccccc1S(=O)(=O)N[C@H]1CO[C@H]2[C@@H]1OC[C@@H]2n1nnnc1-c1ccccc1 | 0% |
| Cc1ccc2nc(-c3cccnc3)c(Nc3ccc(C(C)C)cc3)n2c1 | 18% |
| COCCNC(=O)C[C@@H]1C[C@H]2O[C@H](CNC3CCC(F)(F)CC3)[C@@H](O)[C@H]2O1 | 30%[activator][44.1 µM] |
| Cc1ccc(NC(=O)C(=O)NCC(c2cccnc2)N2CCN(c3ccccc3F)CC2)cc1Cl (stereo not drawn) | ? |
| O=C(c1ccc2c(c1)N(Cc1ccccc1)C(=O)c1ccccc1S2(=O)=O)N1CCC(Cc2ccccc2)CC1 | ? |
| CCc1nc(SC)ncc1C(=O)Nc1ccc(Cl)cc1C(=O)c1ccccc1 | 23% |
| Cc1ccc(NC(=O)c2oc3c(c2C)-c2[nH]ncc2CC3)c(Cl)c1 | 23% |
| COCC(=O)NC[C@@H]1C=C(C)[C@H](CC(=O)NC2CCCC2)C[C@H]1C(C)C | 10%[44.1 µM] |

The list continues.
| Structure | Pf Dd2 growth |
| --- | --- |
| N#Cc1cccc(NC(=O)Nc2ccc3n(c2=O)C[C@H]2C[C@@H]3CN(C3CCOCC3)C2)c1 | i |
| COCCNC(=O)[C@@H]1C[C@@H](O)CN1C1CCN(C(=O)C2CCC2)CC1 | 3% |
| COc1ccc(OC(=O)c2cc(-c3ccc4c(c3)OCCO4)on2)cc1 | 14% |
| CN1CCCC1c1nc(C2CN(C(=O)CCc3nc4ccccc4[nH]3)C2)no1 (stereo not drawn) | 20% |
| O=C(NCCc1ccccc1)C1CCCN(C2CCN(Cc3ccccc3F)CC2)C1 (stereo not drawn) | i |
| CCC(O)c1cc2n(n1)CCN(C(=O)c1cn(-c3ccccc3)nn1)C2 (stereo not drawn) | -17% |
| COc1cccc2c1ncc1c(-c3ccc(C)cc3)nn(-c3ccc(F)cc3)c12 | i |
| CCOC(=O)c1c(C)[nH]c(C)c1S(=O)(=O)N1CCCC(C(=O)NCc2ccc(Cl)cc2)C1 (stereo not drawn) | 19% |
| CCc1cccc(NC(=O)CSc2ncccc2C(=O)Oc2ccccc2Cl)c1 | -3% |
| CN(C)C(=O)c1cn(C2CNC2)nn1 | 29% |
| CC1CCc2nn3ccn(CC(=O)NCc4ccccc4)c(=O)c3c2C1 (stereo not drawn) | -9% |
